ERG-DNA inh: inhibitors of human ERG Ets domain-DNA interaction; P11308; fluorescence polarization, His-ERG Ets domain / labelled DNA; Potency, µM (doses to about 76.9 µM), without a hit: at the highest dose FP activity, negative = inhibition, actives largely listed as inhibitors; 370,000 tested, 0.028% active; AID 624246; active = well fitted inhibition curve with a large enough effect in the polarisation, with a control signal flat; inconclusive = small, poorly fitted or top-dose-only effect, or effect the other way, or a change in a side signal; inactive = no such curve, though single readings can be large or run the other way; the % refers to the polarisation;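 also: polarization taken with two DNA probes labelled with fluorescein and Texas red; potency is read from the fitted curve at half-maximal effect; % of control where 0% means no effect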
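His-tagged ERG Ets domain (1 uM in the protein solution; 300mM KCl, 50mM Tris-HCl, 1mM EDTA, 1mM DTT, pH 7.5) received compound, then a probe mix of 5 nM fluorescein-DNA and 100nM Texas-615-DNA. Fluorescence polarization was read for both dyes.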
12-LOX inh: inhibitors of human 12S-lipoxygenase ALOX12; 580,000 tested, 1.1% active; AID 1671190; Potency, µM (titrated, usually from 108 µM), inactives show at the top dose activity change, negative = inhibition, usual class: inhibitors; P18054; purified 12hLO, xylenol orange hydroperoxide absorbance; also: potency is read from the fitted curve at half-maximal effect; % is scaled to controls: 0 for no effect and ±100 for the full control effect
Target sequence (P18054 whole entry, looked up): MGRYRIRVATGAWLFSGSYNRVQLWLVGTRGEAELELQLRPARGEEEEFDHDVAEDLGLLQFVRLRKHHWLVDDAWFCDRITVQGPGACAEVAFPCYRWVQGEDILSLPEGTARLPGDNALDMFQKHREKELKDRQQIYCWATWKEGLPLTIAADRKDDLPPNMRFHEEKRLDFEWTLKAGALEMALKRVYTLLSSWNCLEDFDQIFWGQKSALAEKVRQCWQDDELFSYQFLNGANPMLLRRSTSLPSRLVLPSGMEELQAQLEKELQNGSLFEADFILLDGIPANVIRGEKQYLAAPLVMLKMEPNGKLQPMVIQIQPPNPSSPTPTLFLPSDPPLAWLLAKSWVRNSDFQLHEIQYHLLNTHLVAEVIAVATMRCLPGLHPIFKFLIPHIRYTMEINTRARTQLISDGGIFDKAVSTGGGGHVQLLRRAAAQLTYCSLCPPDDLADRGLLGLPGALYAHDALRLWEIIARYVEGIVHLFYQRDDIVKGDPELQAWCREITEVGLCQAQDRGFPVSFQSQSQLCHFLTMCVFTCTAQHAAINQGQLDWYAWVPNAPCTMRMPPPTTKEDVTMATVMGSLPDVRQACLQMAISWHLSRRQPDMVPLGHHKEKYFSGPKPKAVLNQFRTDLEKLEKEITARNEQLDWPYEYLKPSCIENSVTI
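Purified human 12hLO at 150 nM in 25 mM Hepes, 0.01% Triton X-100, pH 7.0, preincubated 15 min at room temperature with compound. Reaction started with 40 uM arachidonic acid, 30 min at room temperature. Hydroperoxide measured by Fe-xylenol orange, 573/405 nm absorbance ratio.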
LDHA inh: blocks human lactate dehydrogenase A. P00338. purified LDHA, NADH/diaphorase-resazurin fluorescence; active compounds read low. activity change, % (values are at about 110 or 230 µM). 480,000 tested, 0.15% active. AID 1347041; in the data active = activity change below about -30%; inconclusive = mostly about -25% to -30%;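 also: plate controls were DMSO wells for no effect and wells without enzyme for full effect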
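Enzyme activity of human lactate dehydrogenase 5 (2 nM; 0.06 mM NADH, 0.2 mM pyruvate, 5 min, RT) is measured via a resazurin/diaphorase fluorescence readout of residual NADH.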
Anesthetic bind: binds horse apoferritin like a general anesthetic; P02791; AID 485281; 350,000 tested, 0.074% active; Potency, µM (doses to about 77.5 µM), inactives show top-dose activity change, negative = displacement, actives largely listed as inhibitors; apoferritin/1-aminoanthracene competitive binding, fluorescence; also: potency is read from the fitted curve at half-maximal effect; % is scaled to controls: 0 for no effect and ±100 for the full control effect; nearly all actives have a fitted effect of over 20% in size
Target sequence (P02791 2-175 limits assumed): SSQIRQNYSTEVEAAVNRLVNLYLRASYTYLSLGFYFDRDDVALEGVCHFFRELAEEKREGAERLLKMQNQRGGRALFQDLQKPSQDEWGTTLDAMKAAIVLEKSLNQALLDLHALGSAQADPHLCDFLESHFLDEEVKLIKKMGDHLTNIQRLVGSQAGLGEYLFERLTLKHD
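Horse-spleen apoferritin (10 uM) was mixed with 50% saturated 1-aminoanthracene in PBS, exposed to compounds for 10 min at room temperature, and read for fluorescence (ex 380 nm, em 535 nm). Competitive displacement was fitted with a four-parameter Hill equation.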
Pol eta inh: inhibitors of human DNA polymerase eta | Q9Y253 | recombinant Pol eta, fluorescent DNA replication assay | Potency, µM (doses to about 114 µM), inactives show top-dose activity change, negative = inhibition, hits mostly inhibitors | 390,000 tested, 1.2% active | AID 588591; also: potency is read from the fitted curve at half-maximal effect; % is scaled to controls: 0 for no effect and ±100 for the full control effect
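Fluorescent replication assay: 50 nM final substrate added after a 15 min room-temperature compound preincubation with 10 nM enzyme. Signal taken at 0 min and again at 10 min.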
POLK inh: DNA polymerase kappa (human) inhibition | Q9UBT6 | 400,000 tested, 0.53% active | purified Pol kappa, fluorescent DNA synthesis assay, 10 min | Potency, µM (highest dose often 107 µM), without a hit: at the highest dose activity, negative = inhibition, actives largely listed as inhibitors; also: potency is read from the fitted curve at half-maximal effect; % is scaled to controls: 0 for no effect and ±100 for the full control effect
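Pol kappa 10 nM + cpd, 15 min RT; start w/ substrate 50 nM final; fluorescence kinetic read, 0 and 10 min. Neg ctrl: buffer, no enzyme.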
Pol beta inh: DNA polymerase beta (human) inhibition | P06746 | Pol beta primer extension/strand displacement, fluorescence kinetic | Potency, µM (titrated, usually from 114 µM), inactives show top-dose activity change, negative = inhibition, usual class: inhibitors | 340,000 tested, 1.3% active | AID 485314; also: potency is read from the fitted curve at half-maximal effect; % is scaled to controls: 0 for no effect and ±100 for the full control effect
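Preincubation: enzyme (10 nM) with compound, 15 min, RT. Reaction: substrate added to 50 nM final. Reads: 0 and 10 min. Analysis: normalized, Hill fit.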
APEX1 inh: APE1 (human) endonuclease inhibition; P27695; recombinant APE1, TAMRA/BHQ-2 abasic DNA cleavage fluorescence; Potency, µM (top dose mostly 65.8 µM), for inactives: at the top dose activity change, negative = inhibition, most hits filed as inhibitors; 350,000 tested, 0.35% active; AID 2517;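 also: potency is read from the fitted curve at half-maximal effect; plate controls were vehicle for no effect and reference inhibitor for full effect; nearly all actives have a fitted effect of over 55% in size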
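0.75 nM APE1 + cpd, 15 min RT; start w/ 50 nM TAMRA/BHQ-2 THF-abasic dsDNA; kinetic fluor 525/598 nm ×3 reads @60 s; Δ(read3−read1); normalized to DMSO and NSC13755 control wells.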
RGS4 inh: blocks human RGS4-accelerated GTP hydrolysis. P49798. Transcreener GDP fluorescence polarization, RGS4-accelerated GTP hydrolysis. Potency, µM (top dose mostly 114 µM), without a hit: top-dose activity change, negative = inhibition, usual class: inhibitors. 390,000 tested, 0.039% active. AID 504845; also: potency is read from the fitted curve at half-maximal effect; % is scaled to controls: 0 for no effect and ±100 for the full control effect; nearly all actives have a fitted effect of over 75% in size; some results filed as inactive show a strong effect at the top dose
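MLSMR compounds (23 nl, pin-transferred) preincubated 10 min at room temperature with a 500nM (2x) first reagent, then RGS4 at 900nM (2x) plus Transcreener GDP mix added; fluorescence polarization (620/688 nm) read before and after 90 min at 30 °C.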
Numbers without * were called inactive; ? = inconclusive; . = not tested or not shown; [ ] = another dose, or the depositor's remark. Unless noted, calls follow the shape of the dose curve; as a rule, active = well fitted curve in the direction sought with a large enough effect; inconclusive = small, poorly fitted or top-dose-only effect, or another doubt; inactive = no such curve, though single readings can be large; an effect the other way counts as inactive or inconclusive.

canonical_smiles,ERG-DNA inh,12-LOX inh,LDHA inh,Anesthetic bind,Pol eta inh,POLK inh,Pol beta inh,APEX1 inh,RGS4 inh
C[C@@H]1NC(=O)[C@H](CCCN=C(N)N)NC(=O)c2cc([N+](=O)[O-])cc(I)c2NCCC[C@@H](C(N)=O)NC1=O,6%,?,9,-2%,-8%,-5%,0%,2%,-29%
COc1cc2c(cc1OC)C(NC(=O)c1ccc(C)cc1)CC2=O (centres undefined),-15%,0%,-3,-2%,-2%,-4%,28%,11%,15%
Cc1cc(S(=O)(=O)NC2CCN(Cc3ccccc3)CC2)c(C)cc1Cl,25%,0%,-3,2%,-9%,-20%,-16%,2%,16%
O=S(=O)(N/N=C\c1cccc(F)c1)c1ccccc1,10%,-2%,-11,-12%,-8%,2%,20%,9%,-8%
O=C(COc1ccccc1)NCCSCc1ccc(Cl)cc1,-2%,-15%,-5,1%,-10%,-5%,3%,0%,4%
COc1cccc(C(=O)O/N=C(\N)c2ccccn2)c1,3%,0%,-1,-12%,-1%,-6%,16%,27%,9%
O=C(Nc1ccccc1C(F)(F)F)c1ccc(F)c(S(=O)(=O)N2CCc3ccccc3C2)c1,-2%,-7%,-3,6%,-8%,-6%[60.1 µM],-20%,.,23%
CCOC(=O)N1CCN(C(=O)CNC(=O)c2nn(-c3ccc(OC)cc3OC)c(=O)c3ccccc23)CC1,-17%,-18%,-3,3%,-16%,-9%,-1%,41%,-7%
CCN1C(=C(C#N)C#N)C=Cc2cc(C)ccc21,-1%,10%,-7,-10%,-20%,-3%,-26%,-2%,3%
CC1(C)C=Cc2c(c3ccccc3[nH]c2=O)O1,-1%,9%,1,-17%,-21%,-5%,-3%,-1%,-8%
CCC1CCC2(CC1)NC(=O)N(CC(=O)Nc1ccc(OC)c(Cl)c1)C2=O (centres undefined),0%,14%,-4,.,-8%,4%,.,14%,1%
CC(=O)N1CCN(C(=O)c2ccc(Cl)c(S(=O)(=O)N3CCc4ccccc43)c2)CC1,9%,29%,-7,.,-3%,-9%,.,-8%,4%
Cc1cc(C(=O)NNC(=O)/C=C/c2ccccc2Cl)c(C)o1,5%,11%,-2,?,-17%,2%,3%,2%,8%
CCCOc1ccc(/C=C/c2[nH]c(=O)[nH]c(=O)c2[N+](=O)[O-])cc1OCC,-8%,-7%,-14,-12%,-6%,-1%,20%,-3%,10%
CCCOc1ccc(CC(=O)NCCc2ccccc2)cc1OC,9%,-7%,-7,-11%,2%,-8%,-19%,37%,39%
CN1C(=O)/C(=C/c2ccccc2OCc2ccc(C(=O)O)cc2)NC1=S,0%,?,-6,-4%,-15%,-13%,-1%,-5%,7%
CC1CCN(CCCNC(=O)CCNC(=O)Cn2cnc3ccccc3c2=O)CC1,11%,-3%,0,-1%,-14%,9%,29%,60%[activator],-30%
Cc1nnc(SCC(=O)Nc2ccc(S(=O)(=O)Nc3ccc(Cl)nn3)cc2)s1,-18%,402%[activator],-3,-8%,20µM*,-38%,?,?,-5%
COC(=O)CN(c1ccc(OC)cc1OC)S(=O)(=O)c1ccccc1[N+](=O)[O-],2%,0%,-12,-4%,-19%,5%,-1%,9%,4%
COC(=O)CCCCC1SCC(NC(=O)c2ccccc2)C1OC(C)=O (centres undefined),-3%,8%,-11,-11%,-2%,-5%,-3%,2%,7%
CC(C)(C)NC(=O)C1Cc2ccccc2CN1C(=O)Nc1cccc(Cl)c1 (centres undefined),-1%,408%[activator],-2,?,-9%,-6%,-10%,-5%,8%
CCCCc1nn2c(=O)cc(COC(=O)c3cccc(NC(=O)CCc4ccccc4)c3)nc2s1,-3%,-13%,1,-4%,2%,3%[60.1 µM],0%,.,-46%
COc1ccc(CN(CCCN2CCOCC2)S(=O)(=O)N(C)C)cc1OC,2%,0%,0,-8%,-5%,-15%,11%,1%,-15%
Cc1cccc(C)c1NC(=S)NC(=O)c1ccc(Br)o1,4%,45µM*,-3,-20%,19%,-8%,?,1%,-5%[11.4 µM]
Cc1ccc2cc([N+](=O)[O-])ccc2n1,-2%,55%,-10,6%,-18%,?,16%,16%,-1%
CC(C)C1=NN(C(=O)c2cccnc2)C(O)(C(F)(F)F)C1 (centres undefined),.,2%,-1,-9%,-11%,-6%,31%,6%,-3%
O=C(OCC(=O)N1CCOCC1)c1ccccc1Cc1ccccc1,0%,0%,3,7%,-7%,10%,23%,3%,13%
COc1ccc(Cl)cc1C(=O)Nc1ccc(CN2CCCCC2)cc1,4%,3%,-7,-16%,2%,-13%,-21%,2%,8%
CCOC(=O)CNC(=O)N1CCCN(S(=O)(=O)c2ccc3c(ccn3CC)c2)CC1,0%,-11%,-12,-9%,-13%,-10%[60.1 µM],5%,.,-9%
O=C(CNS(=O)(=O)c1ccccc1)N/N=C/c1ccc(O)cc1,4%,-17%,-10,?,-7%,-4%,0%,24%,4%
COc1ccc(S(=O)(=O)N2CCc3ccccc32)cc1C(=O)Nc1ccc(NC(C)=O)cc1,-14%,20%,-8,.,-7%,-5%,.,-9%,-27%
Cc1ccccc1CNC(=O)c1ccc(Cn2c(SCc3ccccc3)nc3cccnc32)cc1,-2%,-13%,1,34%[activator],-19%,-8%,-21%,.,?
COc1ccc(N(C)S(=O)(=O)c2ccc(Cl)c(C(=O)NCC(C)(C)N3CCOCC3)c2)cc1,.,360%[activator],-4,.,-15%,-5%,.,-9%,-19%
CC(C)c1cccc(-c2ccc3c(c2)S(=O)(=O)c2cccc(C(=O)NCc4ccccc4Cl)c2C3=O)c1,-12%,.,-6,.,4%,-4%,.,7%,17%
Clc1ccc(Cl)c2sc(N3CCOCC3)nc12,2%,9%,-1,.,-13%,-2%,.,.,-21%
CCN(Cc1ccncc1)C(=O)c1ccc(Br)o1,0%,-12%,-1,-11%,-4%,2%,70%,2%,-2%
Cc1[nH]c2ccccc2c1Cc1nnc(SCC(N)=O)o1,-2%,25%,2,13%,-20%,-10%,7%,2%,0%
CC(C)c1ccc(/C=N/NC(=O)CC(=O)NCc2ccccc2)cc1,-5%,0%,-12,?,-12%,-13%,0%,-1%,14%[56.9 µM]
COCC(C)N1CCC(Oc2ccc(C(=O)NCc3ccccn3)cc2)CC1 (centres undefined),-2%,7%,-1,-7%,-2%,-19%,15%,9%,-11%
CCOC(=O)C1=C(C)Nc2nc(SCC)nn2C1c1ccc(OC)cc1 (centres undefined),-3%,-18%,0,-9%,-7%,-18%,37%,-5%,7%[11.4 µM]
COc1cc(C2=NOC(C(=O)Nc3c(C)n(C)n(-c4ccccc4)c3=O)C2)cc(OC)c1OC (centres undefined),-9%,11%,-2,-1%,-18%,9%,30%,22%,-30%
CCCOC(=O)c1c(NC(=O)c2cc3nc(-c4ccc(OC)cc4)cc(C(F)(F)F)n3n2)sc2c1CCCC2,-1%,-3%,-7,-15%,-3%,-4%,5%,.,-10%
O=c1c2c(nc3c(-c4ccccc4)c[nH]n13)CCCC2,-4%,?,4,-11%,-10%,1%,7%,2%,-28%
CN(CC(=O)O/N=C(\N)c1ccccn1)S(=O)(=O)c1ccccc1,2%,3%,2,3%,-16%,-4%,48%,1%,24%
O=C1N=c2ccccc2=C1c1sc(=S)n(Cc2ccccc2Cl)c1O,2%,-6%,-10,-7%,-18%,0%,8%,3%,-5%
CC(C)=CCN1CCN(Cc2cnc(C)s2)CC1CCO (centres undefined),-1%,-5%,-3,5%,14%,-6%,-2%,2%,-1%
CC1CC(=NNC(=O)C2COc3ccccc3O2)CC(C)(C)C1 (centres undefined),4%,52%[activator],-2,.,-12%,6%,.,9%,10%
C=C1CCN([C@@H](CC(C)C)C(=O)NCc2cc(OC)c(OC)c(OC)c2)S(=O)(=O)c2ccccc21,1%,-3%,-4,.,-1%,-1%,.,.,-5%
O=C(/C=C/c1ccc([N+](=O)[O-])cc1)N1CCN(S(=O)(=O)c2cccs2)CC1,-17%,2%,0,0%,-12%,8%,0%,4%,13%
Cn1c(N)c(C(=O)Nc2cccc(Cl)c2)c(=O)n(C)c1=O,-22%,-14%,-7,11%,-17%,0%,40%,-11%,5%
COc1ccc(-c2noc(CCCOc3ccccc3)n2)cc1OC,-15%,?,4,-3%,-21%,0%,-5%,?,-32%
COc1ccc2c(c1[N+](=O)[O-])CCC/C2=N/OC(=O)c1cccc2ccccc12,-3%,74%[activator],6,?,-16%,-3%,9%,-1%,-21%

An excerpt, so the mix of outcomes need not match the whole.
